INS-1E GSIS act: primary screen for activators of insulin secretion dependent on glucose, INS-1E cells, GLuc reporter luminescence. AID 743287. actives 0.61% (n = 370,000). INS-1E GLuc reporter insulin secretion, 2-3 h. activation, % at 16.6 µM;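 active means lowest replicate activation of at least 40%, so every replicate reaches that level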;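 further: 0% = median of neutral control wells and 100% = median of IBMX positive control wells; some compounds called inactive have numbers as strong as hits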
FN deposit inh: fibronectin deposition inhibition. inhibition, % at 12.6 µM. actives 0.086% (n = 350,000). AH1F fibroblasts, Alexa488-fibronectin deposition fluorescence, overnight. AID 743247;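 active means mean inhibition across replicates of 30% or more, regardless of how many single replicates reach that level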;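 further: positive control wells lacked labelled fibronectin entirely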
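test system = AH1F fibroblasts assembling fluorescent fibronectin matrix | quantity = 10000 AH1F cells per well | buffer or medium = DMEM plus 2% serum, read in PBS | doses = single dose, pinned | incubation = 1 h cell attachment, overnight exposure to compound and label | detection = fluorescence at 485 nm excitation, 525 nm emission | read-out basis = inhibition from reduced deposited-fibronectin fluorescence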
CFTR F508del cor: CFTR F508del correction in bronchial cells | CFBE cells, YFP halide quenching; stimulated with forskolin plus potentiator P3; % fluorescence drop versus neutral controls | activity (quench increase), % at 7.58 µM | actives 0.36% (n = 350,000);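 active means mean added fluorescence quench of at least 8% versus neutral control, with both replicates also reaching 8%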;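 further: cells transiently co-express mutant CFTR-F508del with the halide-sensitive YFP; corrector assay measuring rescue of mutant channel to the surface after 24 h compound exposure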
C2C12 statin: suppression of simvastatin myotoxicity. C2C12 myotubes + simvastatin, ATP luminescence, 48 h; scaled: DMSO 0, geranylgeraniol control 100. actives 0.78% (n = 330,000). AID 602340. rescue of ATP level, % at 7.49 µM;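 active means mean ATP rescue above about 67%, or every replicate alone reaching that limit, limit read from the data, passing the limit was not always enough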;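 further: myotubes were challenged with 10 µM simvastatin during compound exposure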
Cneo AK release: causes C. neoformans cell lysis | AID 651654 | actives 0.2% (n = 360,000) | adenylate kinase release luminescence, 4 h; normalised: neutral wells 0, clomiphene wells 100 | lysis activity, % at 15 µM;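 active means mean lysis activity across replicates of at least 80%, whatever share of replicates individually reach that level; inactive means mean lysis activity below 80%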
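Assay system: C. neoformans cells. Amount: yeast cell density of 5 × 10^6 cells/mL. Technique: AK luminescence. Buffer or medium: YPD. Times: static 4 h at 37 °C with compound, 1 h detection. Dosing: single-point compound dose. Read-out: lysis from increased AK signal.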
PglD inh: blocks C. jejuni PglD acetyltransferase activity. purified PglD enzyme, DTNB colorimetric CoA detection. inhibition, % at 12.5 µM. actives 0.098% (n = 360,000). AID 602405; in the data active means inhibition above about 16%, passing the limit was not always enough; further: strong numbers were not always called active
miR122 inh: inhibitors of miR-122 in Huh7 cells; activation (reporter increase), % at 12.5 µM; AID 602342; actives 0.3% (n = 340,000); Huh7 miR-122 Renilla luciferase sensor, 48 h; neutral wells = 0, positive control = 100;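 active means mean replicate activation score at least 90 and every replicate individually at or above 90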;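 further: higher luciferase means less miR-122 activity so hits act as miR-122 inhibitors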
PGC1a acetyl inh: modulators of PGC1a acetylation; U2OS PGC1a acetylation, AlphaScreen anti-acetyl-lysine; with virally co-expressed GCN5 acetyltransferase; inhibition, % at 15.6 µM; actives 0.17% (n = 350,000); AID 651687;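 active means every replicate shows inhibition of at least 40%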;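 further: 0% = neutral control wells and 100% = positive control wells; some results beyond the cut were filed as inactive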
Active calls of the source: *; / = no result given; [ ] = remark or other dose.

SMILES | INS-1E GSIS act | FN deposit inh | CFTR F508del cor | C2C12 statin | Cneo AK release | PglD inh | miR122 inh | PGC1a acetyl inh
CO[C@H]1CN(C)C(=O)c2cc(NC(C)=O)ccc2OC[C@H](C)N(Cc2ccccc2F)C[C@H]1C | -10 | -16 | 0.6 | 1 | 3 | -3 | -5[16.7 µM] | -9
CCCOc1ccc(Cn2c(=O)oc3ccc(C)cc32)cc1 | 1 | 2 | -0.7 | 3 | 1 | 0 | -8 | 5
O=C(N[C@@H]1CC[C@@H](CCNS(=O)(=O)c2ccccc2)O[C@H]1CO)c1cccc(F)c1 | -3 | 8 | -2.0 | 0 | -1 | 2 | / | -2
COCC(=O)N1CCCCN2[C@H](CO)[C@@H](c3ccc(-c4ccc(OC)cc4)cc3)[C@H]2C1 | 25 | / | 1.3 | / | 0 | -1 | 9[16.7 µM] | 6
Cc1ccc(N2CCN(C(=S)c3ccc(-c4ccccc4[N+](=O)[O-])o3)CC2)cc1 | 1 | 4 | 0.0 | 17 | -2 | -6 | / | 4
Cc1cnc(C(=O)Nc2ccc(N3CCOCC3)cc2)cn1 | / | / | / | -6 | -1 | 9 | -4 | 2
C[C@H](CO)N1C[C@H](C)[C@H](CN(C)C)Oc2cc(-c3ccccc3)ccc2S1(=O)=O | 4 | / | -0.3 | 18 | -8 | -2 | 2[16.7 µM] | 1
CCOC(=O)N(C)C[C@H]1OCc2ccccc2-c2c(n(C)c3ccccc23)C(=O)N([C@H](C)CO)C[C@H]1C | -11 | 9 | -0.6 | -2 | -3 | 4 | / | -12
COc1cc(-c2nc(N)n[nH]2)cc(OC)c1OC | 2 | 2 | / | / | 1 | 5 | / | 39
C=CCSc1nc2c(C(=O)OCC)nnn2c2ccccc12 | 32 | / | 2.2 | 16 | -1 | -3 | / | /
CCNC(=O)CC1C(=O)N(c2ccccc2)C(=O)N1CCc1ccc(OC)c(OC)c1 (stereo not drawn) | 5 | / | / | 4 | / | / | 3 | 3
O=C(NC1CCCC1)C(c1ccsc1)N(C(=O)Cc1cccs1)c1ccccc1 (stereo not drawn) | 2 | / | 1.7 | 4 | -1 | 1 | 20 | -12
O=C(C[C@H]1C=C[C@H](NS(=O)(=O)c2ccccc2)[C@H](CO)O1)NCc1ccc(Cl)c(Cl)c1 | 5 | / | 1.2 | 27 | -15 | -2 | / | 10
O=C(Nc1cccc(Cl)c1)N1C[C@@H]2[C@H](c3ccccc31)[C@H](CO)N2C(=O)C1CCCC1 | -15 | / | 0.8 | -14 | 1 | 0 | 0[16.7 µM] | -17
COc1cccc(-c2cnc3c(c2)C(=O)N([C@@H](C)CO)C[C@H](C)[C@H](CN(C)Cc2ccc(F)cc2)O3)c1 | -35 | / | -3.6 | 30 | -4 | 0 | -4[16.7 µM] | 8
CC(c1ccc2ccccc2c1)c1ccccc1C(=O)O (stereo not drawn) | 6 | -9 | -1.6 | 10 | 1 | / | 1 | -2
CC1CCCC(NC(=O)COC(=O)Cc2cn3ccsc3n2)C1C (stereo not drawn) | / | -3 | / | / | -1 | -2 | -7 | 11
C/C=C/c1ccc2c(c1)O[C@@H](CN(C)C(=O)Nc1ccc(F)cc1)[C@H](C)CN([C@@H](C)CO)S2(=O)=O | -39 | / | 3.3 | 13 | 4 | -1 | -4[16.7 µM] | -8
C=CCOC(=O)COc1ccc2c(C)c(CC)c(=O)oc2c1 | / | 14 | / | 5 | 0 | -3 | 2 | -17
C=CCOn1c(=O)c(=O)n(OCc2ccccc2)c2ccccc21 | / | / | / | -7 | 1 | -4 | 5 | 2
CO[C@H]1CN(C)C(=O)c2ccc(NC(=O)Nc3ccccc3)cc2OC[C@H](C)N(C(=O)CN(C)C)C[C@@H]1C | 14 | 0 | 0.2 | / | / | / | / | 2
COc1ccc(NC(=O)c2cccc(Cl)c2)c[n+]1[O-] | -7 | 3 | -0.8 | 3 | -1 | -6 | 0 | 8
COc1nc(C)ccc1-c1noc(-c2cccnc2)n1 | 29 | -1 | 1.9 | -8 | 7 | 5 | / | /
Cn1nc(-c2ccccc2)c2nc3ccccc3nc21 | / | / | / | 5 | -1 | 6 | -1 | -7
CCCNS(=O)(=O)c1ccc2c(c1)CCCN2C(C)=O | / | -11 | / | -2 | -2 | 4 | 10 | -1
C[C@@H]1CCCCO[C@@H](CN(C)S(=O)(=O)c2cn(C)cn2)[C@H](C)CN([C@@H](C)CO)C(=O)c2cc(NS(C)(=O)=O)ccc2O1 | 9 | / | 0.0 | / | 1 | -2 | 2[16.7 µM] | -6
CCCCN1CC(=O)N2[C@H](c3ccc(OC)cc3)[C@@H]3C(=O)N(CC)C(=O)[C@@H]3[C@]2(C)C1=O | / | / | / | -5 | 2 | 3 | 0 | 2
CN1C(=O)c2cc(NC(=O)c3cccc(F)c3)ccc2OC[C@H]2O[C@@H](CC(=O)N3CCc4ccccc4C3)CC[C@H]21 | -20 | 5 | 1.0 | -14 | 4 | 1 | -26[16.7 µM] | -2
CCn1c(Cc2ccc(OC)cc2)nnc1SCc1nc2ccccc2c(=O)[nH]1 | 12 | -4 | -2.3 | / | / | / | 8 | -15
C[C@H]1CN([C@@H](C)CO)C(=O)c2cc(NC(=O)C3CCCCC3)ccc2O[C@@H]1CN(C)Cc1ccc2c(c1)OCO2 | -7 | 3 | 0.3 | 10 | 38 | 0 | -1[16.7 µM] | -1
CC(C)Nc1nc2ccccc2c(=O)[nH]1 | -6 | 7 | -3.9 | 5 | 15 | -2 | 2 | -13
CC=Cc1ccc2n(c1=O)C[C@@H]1[C@@H](CO)[C@H](C(=O)OC)N(Cc3ccccc3)[C@H]21 (mixture of isomers) | 10 | / | -0.3 | 4 | 0 | 1 | -5[16.7 µM] | /
Cc1cccc(Nc2ccccc2C(=O)NCc2ccco2)c1C | / | / | / | 45 | -3 | -2 | 3 | -9
CC(=O)N1[C@@H](CO)[C@@H]2c3ccccc3N(S(=O)(=O)c3ccccc3F)C[C@@H]21 | -2 | / | 1.3 | -6 | 0 | 2 | 8[16.7 µM] | -3
COC(=O)c1cccc(COC(=O)CNC(=O)c2ccco2)c1 | / | 10 | / | 3 | -1 | 2 | -6 | 10
CCOc1ccc(S(=O)(=O)NCCc2ccccn2)cc1 | -18 | -1 | 2.2 | -2 | -2 | -2 | 17 | 3
COC(=O)c1c(C)[nH]c(C)c1-c1ccccc1Cl | / | / | / | / | 0 | 5 | -5 | -14
Cc1cccc(OCC(=O)Nc2ccc3c(c2)nc(CCN2CCN(c4ccccn4)CC2)n3C)c1 | -25 | 5 | 0.8 | -20 | 1 | -5 | -13 | 31
CCCN1CCN(CCCNC(=O)c2cc3c(=O)[nH]c4ccc(C)cc4c3s2)CC1 | 14 | 5 | -0.3 | 11 | / | / | -10 | -21
CCCc1oc2c(c(=O)c1CC)C(=O)CC(C)(C)C2 | / | 10 | / | 38 | -2 | -2 | -5 | /

Compound profiles, as listed above.
Entry for `CCOc1ccc(S(=O)(=O)NCCc2ccccn2)cc1` : INS-1E GSIS act = -18; FN deposit inh = -1; CFTR F508del cor = 2.2; C2C12 statin = -2; Cneo AK release = -2; PglD inh = -2; miR122 inh = 17; PGC1a acetyl inh = 3
Entry for `CC=Cc1ccc2n(c1=O)C[C@@H]1[C@@H](CO)[C@H](C(=O)OC)N(Cc3ccccc3)[C@H]21` (mixture of isomers) : INS-1E GSIS act = 10; FN deposit inh = /; CFTR F508del cor = -0.3; C2C12 statin = 4; Cneo AK release = 0; PglD inh = 1; miR122 inh = -5[16.7 µM]; PGC1a acetyl inh = /

Other compounds.
SMILES | INS-1E GSIS act | FN deposit inh | CFTR F508del cor | C2C12 statin | Cneo AK release | PglD inh | miR122 inh | PGC1a acetyl inh
CC(=O)c1ccc(NS(=O)(=O)c2ccc(N)cc2)cc1 | -2 | 5 | -1.2 | 1 | 2 | -9 | 26 | -3
O=C(C[C@@H]1C[C@H]2c3cc(NC(=O)c4ccc5c(c4)OCO5)ccc3O[C@H]2[C@@H](CO)O1)NC1CCCC1 | -15 | -1 | -0.5 | 1 | -4 | 0 | 2[16.7 µM] | -7
COc1ccc(CCN(Cc2cccs2)S(=O)(=O)c2ccc(S(=O)(=O)N3CCC(C)CC3)cc2)cc1OC | 15 | -2 | / | / | 1 | 1 | -1 | 38
COc1ccccc1C1=CN(Cc2ccccc2)CCC1=O | / | -3 | 2.3 | 7 | 1 | -2 | 3 | 12
CCOC(=O)C1CCCN(C(=O)c2cc3nc(-c4ccc5c(c4)OCO5)cc(C(F)(F)F)n3n2)C1 (stereo not drawn) | -26 | 10 | / | -8 | 0 | 2 | 11 | 6
COc1ccc2c(CC(=O)OCC(=O)NC(N)=O)coc2c1 | 31 | 1 | -1.2 | / | 0 | 5 | -2 | 13
O=S(=O)(c1ccc(Cl)s1)N1CCN(CCc2ccccc2)CC1 | 5 | -4 | -2.1 | -3 | 2 | -2 | / | /
O=C(O)c1cc(Br)ccn1 | -6 | -4 | 1.2 | 18 | / | / | -1 | 24
CN(C)S(=O)(=O)c1ccc(C(=O)Nc2cc(S(=O)(=O)Nc3ccccc3Cl)ccc2N2CCCCC2)cc1 | -25 | 6 | / | / | -1 | -9 | 40 | -7
COCCNC(=O)c1snc2ccc(Cl)cc12 | -1 | / | -2.3 | -2 | -5 | 2 | 1 | 5
CC(=O)c1cccc(N(CC(=O)NCC2CCCO2)C(=O)CCC(=O)Nc2cc(C)on2)c1 (stereo not drawn) | / | -1 | / | / | 2 | -1 | -10 | 6
CC1(C2CC2)NC(=O)N(CC(=O)N2CCN(c3ccccc3F)CC2)C1=O (stereo not drawn) | -6 | / | -1.6 | 1 | -1 | 4 | -4 | /
Cc1noc(C)c1NC(=O)N(C)C[C@@H]1Oc2ccc(NS(=O)(=O)c3c(C)noc3C)cc2CC(=O)N([C@@H](C)CO)C[C@@H]1C | -4 | -2 | -1.2 | 8 | -1 | -2 | 24[16.7 µM] | 17
CCCn1c(=O)[nH]c2ccccc21 | -5 | / | / | 2 | -3 | -2 | 1 | -2
N#Cc1c(N)n(CCNC(=O)c2ccc(Cl)cc2)c2nc3ccccc3nc12 | / | 1 | / | / | 0 | 2 | -4 | 17
CCC(=O)N1[C@@H]2c3ccc(-c4ccccc4F)c(=O)n3C[C@H]1[C@H](CO)[C@H]2C(=O)NC1CCCC1 | 1 | 9 | 1.1 | 2 | 3 | -1 | 1[16.7 µM] | /
CCc1nc(C(N)=O)c2[nH]c(=O)n(-c3ccc(OC)cc3OC)c2n1 | / | / | / | -7 | 4 | 2 | -2 | -8
Cc1ccc(C(C)C)cc1OCCCCN1CCCC1 | 7 | / | / | -7 | 0 | -1 | 5 | -8
CC(Oc1ccc2c3c(c(=O)oc2c1)CCCC3)C(=O)NCC(O)c1ccccc1 (stereo not drawn) | -1 | 2 | 2.3 | -3 | -1 | 7 | -5 | 3
Cc1[nH]c2ccccc2c1C(=O)COC(=O)c1ccccc1O | / | -2 | -4.4 | -3 | -3 | 1 | 2 | -1
Cc1ccc(NC(=O)CCSc2nnc3ccccn23)cc1 | / | / | / | 0 | -2 | -1 | 1 | 2
Cc1cccc(-c2nnc(SCC#N)n2-c2cccc(Cl)c2)c1 | 3 | / | / | / | 19 | -6 | -16 | /
CCOC(=O)c1ccc(CNC(=O)C2CCC(=O)N(CCc3ccccc3)C2)o1 (stereo not drawn) | 13 | 2 | 1.7 | 14 | 4 | 0 | -7 | -15
CCOC(=O)N1CCC(NCCNC(=O)c2ccc(F)cc2)CC1 | -12 | 23 | -2.0 | -15 | -2 | 3 | 0 | -3
